# Source: PubChem BioAssay
# aSyn tox rescue: rescues yeast growth from alpha-synuclein toxicity; AID 1347070; hit rate 0.02% among 94,000; S. cerevisiae alpha-synuclein toxicity rescue, BacTiter-Glo growth, 24 h; Potency, µM (top dose mostly 46.1 µM), inactives show at the highest dose growth rescue (activation), hits mostly activators; active = well fitted activation curve with a large enough effect; inconclusive = small, poorly fitted or top-dose-only effect; also: 0% is about no effect
#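 Growth restoration measured by BacTiter-Glo luminescence after 24 hr at 30 deg C; alpha-synuclein yeast, raffinose-pregrown to mid-log, were added at OD600=0.02 in galactose medium onto pinned compounds.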
# * marks the source's active call; other numbers are inactive results; ? = inconclusive. Potency is read from the fitted curve at half-maximal effect.
SMILES,aSyn tox rescue
Cc1ccc(-c2ccc(=O)n(CC(=O)Nc3cccc(C#N)c3)n2)cc1,-9%
CCC(CC)c1nnc(NC(=O)CCc2ccccc2OC)s1,-4%
CCOc1ccc(NC(=O)N2CCC(n3c(=O)[nH]c4ccccc43)CC2)cc1,7%
COc1ccc(-c2nc3ccccc3o2)cc1NC(=O)c1ccc(OCC(C)C)cc1,5%
Cc1nc2ccc(S(=O)(=O)Nc3cccc(-c4nc5cccnc5s4)c3C)cc2s1,-6%
O=C(CN1C(=O)CCSc2ccccc21)Nc1ccccc1F,8%
COc1cccc(N2CCN(S(=O)(=O)c3cc(-c4cc(C)no4)ccc3C)CC2)c1,2%
Cc1ccc(NC(=O)CCc2nc3sc4c(c3c(=O)[nH]2)CCCC4)c(Br)c1,1%
COc1ccc(OC)c(NC(=O)CCNC(=O)Cn2cnc3ccccc3c2=O)c1,1%
CCOc1ccccc1CNC(=O)c1cc2n(n1)CCCN(Cc1ccc(C)cc1)C2=O,?
Cc1ccc(Cl)cc1N1CCN(C(=O)CCCn2c(=O)[nH]c3ccc(Br)cc3c2=O)CC1,?
CC1CCN(c2nc3c(c(=O)n(C)c(=O)n3C)n2CCSc2ncccn2)CC1,-5%
COc1ccc(N(CCCN2C(=O)c3cccc4cccc(c34)C2=O)C(=O)c2cccnc2)cc1,-6%
Cc1cc(N2CCN(S(=O)(=O)c3ccc(Br)cc3)CC2)n2ncnc2n1,6%
Nc1o[nH]c(=O)c1Cc1ccccc1,-12%

# 7 entries already listed, arranged by number of heavy atoms, largest number first.
SMILES,aSyn tox rescue
CCOc1ccccc1CNC(=O)c1cc2n(n1)CCCN(Cc1ccc(C)cc1)C2=O,?
COc1cccc(N2CCN(S(=O)(=O)c3cc(-c4cc(C)no4)ccc3C)CC2)c1,2%
CC1CCN(c2nc3c(c(=O)n(C)c(=O)n3C)n2CCSc2ncccn2)CC1,-5%
CCOc1ccc(NC(=O)N2CCC(n3c(=O)[nH]c4ccccc43)CC2)cc1,7%
Cc1ccc(NC(=O)CCc2nc3sc4c(c3c(=O)[nH]2)CCCC4)c(Br)c1,1%
Cc1ccc(-c2ccc(=O)n(CC(=O)Nc3cccc(C#N)c3)n2)cc1,-9%
CCC(CC)c1nnc(NC(=O)CCc2ccccc2OC)s1,-4%

# Next compounds follow.
SMILES,aSyn tox rescue
Cc1cccc(C(=O)Nc2ccc3nc(SCC(=O)N4CCCC4)sc3c2)c1,-11%
CCCCC(=O)OC1=C(C(=O)c2ccccc2)N(C)S(=O)(=O)c2ccccc21,?
Cc1ccc(-c2cc(C(F)(F)F)n3nc(C(=O)Nc4ccc(Cl)c(C(F)(F)F)c4)cc3n2)cc1,1%
COc1ccc([C@H]2N[C@]3(CCCN(Cc4ccco4)C3=O)[C@H]3C(=O)N(Cc4ccccc4)C(=O)[C@@H]23)cc1,3%
COc1cccc(-c2noc(CCCC(=O)Nc3ccc(C(N)=O)cc3)n2)c1,11%
Cc1ccc2cccc(NC(=O)COc3ccccc3Cl)c2n1,2%
N#C/C(=C/c1cn(CC(=O)O)c2ccccc12)C(=O)Nc1ccccc1,2%
CCn1c(SCc2ccccc2Cl)nc(=O)c2c(C(=O)OC)cc(C3CC3)nc21,1%
N#C/C(=N\Nc1ccc(S(=O)(=O)N2CCCCC2)cc1)C(N)=S,-6%
COc1ccc(OC)c(NC(=O)c2cc(S(=O)(=O)NCCc3ccc(Cl)cc3)ccc2F)c1,7%
O=C(Nc1nc2ccc(S(=O)(=O)N3CCCC3)cc2s1)c1ccc(F)cc1,3%
COc1ccc(N2CCN(CCCn3cnc4c(OC)ncnc43)CC2)cc1,-1%
Clc1ccc(N=C2SCC3CCCCN23)cc1 (stereo unspecified),-1%
COc1cccc(-c2nnc(SCC(=O)N3CC(C)CC(C)C3)o2)c1 (stereo unspecified),3%
CN(c1ccccc1)S(=O)(=O)c1ccc(C(=O)N2CCN(c3ccccc3)CC2)cc1,-3%
CNC(=S)N(Cc1ccco1)Cc1cc2cc(OC)ccc2[nH]c1=O,13%
COCCn1c(SCC(=O)N2CCCc3ccccc32)nc2c(c1=O)SC(C)C2 (stereo unspecified),3%
COCCn1c(=O)[nH]c2cc(C(=O)N3CCN(c4ccccc4)CC3)ccc2c1=O,-2%
COc1ccc(C2CCCN2C(=S)Nc2cccc(C)c2)cc1OC (stereo unspecified),14%
CC(C)C(=O)Nc1c(-c2cccc(Cl)c2)c(=O)c2ccccc2n1C,-2%
CC(=O)Nc1sc2c(c1C(c1cccc(F)c1)N1CCN(CCO)CC1)CCCC2 (stereo unspecified),-12%
CCc1nn2c(=O)cc(COC(=O)c3cccc(NC(=O)COc4ccccc4)c3)nc2s1,-3%
COc1ccc2c(c1)C(=NNc1ccc(C(=O)O)cc1)c1cc(OC)ccc1-2,-5%
NC(=O)COC(=O)c1ccc2c(c1)S(=O)(=O)c1ccccc1C2=O,2%
COc1ccc(N2CCN(C(=O)c3nc(SC)ncc3Cl)CC2)cc1,9%
Brc1ccc(Nc2c3c(nc4nncn24)CCC3)cc1,9%
COc1ccc(/C=C(/NC(=O)c2ccc(Br)o2)C(=O)Nc2cccc(C(=O)O)c2)cc1,-8%
CC(=O)Nc1ccccc1-c1nc2ccccc2n(CC(=O)Nc2ccc(C)c(Cl)c2)c1=O,-8%
COc1ccc(-c2cn3cc(C(F)(F)F)cc(Cl)c3n2)cc1,12%
O=C(CNCC1CCCCC1)Nc1ccc(OC(F)(F)F)cc1,-10%

# 6 neighbouring records out of the list so far, quoted:
SMILES,aSyn tox rescue
CNC(=S)N(Cc1ccco1)Cc1cc2cc(OC)ccc2[nH]c1=O,13%
COCCn1c(SCC(=O)N2CCCc3ccccc32)nc2c(c1=O)SC(C)C2 (stereo unspecified),3%
COCCn1c(=O)[nH]c2cc(C(=O)N3CCN(c4ccccc4)CC3)ccc2c1=O,-2%
COc1ccc(C2CCCN2C(=S)Nc2cccc(C)c2)cc1OC (stereo unspecified),14%
CC(C)C(=O)Nc1c(-c2cccc(Cl)c2)c(=O)c2ccccc2n1C,-2%
CC(=O)Nc1sc2c(c1C(c1cccc(F)c1)N1CCN(CCO)CC1)CCCC2 (stereo unspecified),-12%

# Following part.
SMILES,aSyn tox rescue
N#Cc1cccc(C#N)c1N1CCC(C#N)CC1,-2%
O=C(CSc1nc(=O)n(CCN2CCOCC2)c2c1CCC2)Nc1ccccc1,-3%
Cc1ccc(N(C(=O)c2cc3ccccc3oc2=O)C2C=CS(=O)(=O)C2)cc1 (stereo unspecified),8%
Cc1ccc(S(=O)(=O)n2nc(C)c(S(=O)(=O)N3CCC(C)CC3)c2C)cc1,-4%
Cc1ccc(S(=O)(=O)Oc2cccc(/C=N/Nc3ccc(C(=O)O)cc3)c2)cc1,11%
CCN(CC)c1cc(C)c2cc(NC(=O)c3ccccc3Cl)ccc2n1,-5%
Cc1c(Cl)cccc1NC(=O)c1cc2nc(-c3ccc4c(c3)OCO4)cc(C(F)(F)F)n2n1,2%
Cc1ccc(-c2cc(C(=O)N3CCCCCC3)no2)cc1,-19%
Cc1ccc(C)c(NC(=O)c2ccc3c(c2)CCCN3S(C)(=O)=O)c1,-9%
O=C(N=Nc1c(O)[nH]c2ccc([N+](=O)[O-])cc12)c1ccccc1Cl,-4%
O=C(COc1ccc(Cl)cc1)NCC(c1ccco1)S(=O)(=O)c1ccc(Cl)cc1 (stereo unspecified),?
CCN(CC)CCNC(=O)c1ccc2c(=O)n3nc(Nc4ccccc4)sc3nc2c1,0%
CCS(=O)(=O)N1CCc2cc(C(=O)Nc3ccc(OC)cc3OC)ccc21,-7%
Cc1ccc(C(=O)C(C)OC(=O)CN2C(=O)NC3(CCCC3)C2=O)cc1 (stereo unspecified),3%
CCCCN(CCCC)C1=C(C(=O)c2ccccc2)N(CC)S(=O)(=O)c2ccccc21,?
CCN(Cc1ccccc1)C(=O)C(CC(C)C)NS(=O)(=O)c1ccc2c(c1)CCN2C(C)=O (stereo unspecified),3%
O=C(CN1C(=O)NC(Cc2c[nH]c3ccccc23)C1=O)Nc1cccc(S(=O)(=O)N2CCOCC2)c1 (stereo unspecified),-1%
CN(N=Nc1ccccc1C(=O)O)C1CCCCC1,-3%
CCOc1ccc(-c2cc(OC(=O)c3ccc(OC)cc3)c3c(C)oc(C)c3c(=O)c2)cc1,3%
O=C(Cn1c(=O)nc(-c2ccccc2F)c2cc(Cl)ccc21)N1CCN(c2ccccc2F)CC1,-5%
O=C(NCc1ccncc1)c1cccc(S(=O)(=O)Nc2ccc(SC(F)F)cc2)c1,8%
COc1cccc(/C=C/C(=O)OCC(=O)Nc2ccc3c(c2)OCCO3)c1,-10%
O=C(NCC(c1ccc2c(c1)OCO2)N1CCN(c2ccccc2)CC1)C(=O)Nc1cccc(F)c1 (stereo unspecified),2%
CC(=O)c1cccc(NC(=O)Cn2nc(C(F)(F)F)c3c2CCC3)c1,-9%
COc1ccc(C(=O)Nc2nnc(S(=O)(=O)N3CCC(C)CC3)s2)cc1OC,1%
S=c1nc(SCc2ccccc2)[nH]c2ccccc12,-7%
Cc1cccc(NC(=O)c2sc3nc4c(cc3c2N)CN(C(C)C)CC4)c1,-6%
O=c1c(S(=O)(=O)c2ccc(Cl)cc2)cn(Cc2ccc(F)cc2)c2ccc(F)cc12,1%
O=C(Nc1ccc(C(=O)OCc2cc(=O)n3c4c(sc3n2)CCCC4)cc1)c1ccccc1,-1%
Cc1cc(S(=O)(=O)Nc2cccc(C(=O)O)c2)c(C)c(S(=O)(=O)c2ccccc2)c1,8%
Cc1cccc2c(C(=O)Nn3cnnc3)cc(-c3ccccc3Cl)nc12,5%
CCC(C)Sc1nc2c([nH]c3ccccc32)c(=O)n1C (stereo unspecified),-5%
O=C(Cn1nnc(-c2cccc(C(F)(F)F)c2)n1)NCc1ccc(F)cc1,0%
Cc1cc(C)c2c(SC(C)C)nc(N)nc2n1,-10%
O=C(C1CCN(S(=O)(=O)c2ccc(Br)s2)CC1)N1CCN(c2cccc(C(F)(F)F)c2)CC1,8%
Cc1cc(C)cc(NC(=O)c2cn3c4c(ccc(Cl)c4c2=O)OC(C)C3)c1 (stereo unspecified),2%
NC(=O)c1ccc(NC(=O)Cn2c(=O)n(-c3ccccc3)c(=O)c3oc4ccccc4c32)cc1,7%
O=C(CCn1ccc2cc(S(=O)(=O)N3CCCC3)ccc21)NCc1cccc(Br)c1,0%
COc1cccc(C(=O)N(Cc2ccc(N(C)C)cc2)Cc2ccco2)c1,10%
Cc1ccc(CNC(=O)Cc2c(C(=O)O)c(C)cn2C)cc1,7%
C=CCn1cc(/C=N/Nc2nc3ccccc3[nH]2)c2ccccc21,14%
Cc1ccccc1Nc1c(-c2c(F)cccc2Cl)nc2ccc(Br)cn12,-3%
Cc1ccc2c(cnn2C(=O)CCCC(=O)NC(C)c2ccccc2)c1 (stereo unspecified),-6%
COc1ccccc1N1CCN(CCCNC(=O)c2cnn(-c3ccccc3)c2C2CCN(C(=O)OC(C)(C)C)CC2)CC1,0%
CC(C)N1CCN(Cc2ccc3nsnc3c2)CC1CCO (stereo unspecified),4%
CCc1ccc(NCc2cc3cc4c(cc3n(CC(=O)Nc3ccccc3Cl)c2=O)OCO4)cc1,-4%
Cc1ccc(NC(=O)Cc2coc3ccc(C(C)C)cc23)c(C)c1,2%
CC(OC(=O)c1cccc(-n2cnnn2)c1)C(=O)Nc1ccc(F)c(F)c1F (stereo unspecified),-10%
Nc1oc2ccccc2c1C(=O)Cc1ccccc1O[C@@H]1O[C@H](CO)[C@@H](O)[C@H](O)[C@H]1O,0%
COCCn1c(CCC(=O)Nc2cc(C)ccc2C)nc2cccnc21,-14%
CCN(CC)c1ccc(CNC(=O)C/C(C)=N/NC(=O)COc2ccc(C)cc2Br)cc1,-12%
O=C(O)CSc1ncnc2sc(-c3ccccc3)cc12,?
CCOC(=O)C1CCN(c2ncnc3c(C)csc23)CC1,3%
CCOc1ccccc1NC(=O)Cn1c(=O)n(Cc2nc(C)no2)c(=O)c2ccccc21,-6%
COc1ccc(CCNC(=O)C(=O)NCc2ccc(Cl)cc2)cc1OC,-10%
COc1ccc(-c2cn3nc(N4CCC(C(=O)Nc5ccc(Cl)cc5C)CC4)sc3n2)cc1,-1%
COc1ccc(Cl)cc1C(=O)OCC(=O)c1c(N)n(C)c(=O)n(C)c1=O,0%
CC1C(c2ccccc2)N(C)C(c2ccccc2)CC1(O)c1ccc(F)cc1 (stereo unspecified),1%
Cc1ccc(Cc2nc3ccccc3nc2SCC(=O)NCc2ccc(F)cc2)cc1,1%
Cc1ccc2nc(-c3ccc(NC(=O)Cc4ccccc4)cc3)sc2c1,0%
# Next compounds.
SMILES,aSyn tox rescue
Cc1oc(CC(C)C)cc1C(N)=O,-4%
COC(=O)c1ccc(CN2C(=O)c3ccccc3C2=O)o1,7%
O=C(COC(=O)CCOc1ccccc1)Nc1cc(S(=O)(=O)N2CCCCC2)ccc1Cl,-6%
Cc1ccc(-c2nc(SCC(=O)Nc3cc(C)on3)c3c(=O)n(C)c(=O)n(C)c3n2)cc1,0%
CCOC(=O)c1c(S(=O)(=O)N2CCC(C(=O)N3CCN(c4ccc(F)cc4)CC3)CC2)c(C)n(C)c1C,6%
CCN(CC)c1ccc(NC(=O)C(Cc2ccccc2)NS(=O)(=O)c2ccc(Br)s2)c(C)c1 (stereo unspecified),3%
O=c1c2sc3ccccc3c2n(Cc2cccc(F)c2)c(=O)n1Cc1ccccc1,0%
COc1cccc(-c2nnc(SCC(=O)N3CCC(C)CC3)o2)c1,5%
Cc1cccc(N(CC(N)=O)C2SC(=O)N(Cc3cccc(C(=O)O)c3)C2=O)c1 (stereo unspecified),0%
C=C(C)C(O)COc1c2occc2c(OC)c2ccc(=O)oc12 (stereo unspecified),5%
CCOc1ccc(NC(=O)c2cc(=O)c3cc(CC)ccc3o2)cc1,-4%
Cc1csc2c(N3CCN(S(=O)(=O)c4ccc(Cl)cc4)CC3)ncnc12,-3%
COc1ccc(N2CCN(S(=O)(=O)c3cc4c(cc3C)NC(=O)CO4)CC2)cc1,-10%

# Some of the compounds tested; count on the stated rates, not on these rows.
